Compound activity (PubChem)
GASC-1 inh: blocks human GASC-1 demethylase activity; actives 0.069% (n = 330,000); GST-JMJD2C(1-420) H3K9me3 demethylation, DELFIA europium; inhibition, % at 2.35 µM; Q9H3R0;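 active = more than half of a compound's replicate wells show inhibition beyond 50%, single wells judged on their own value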;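 note: signal counts dimethyl H3K9 product captured on neutravidin plate; 0% = median of DMSO wells and 100% = 0.3 times that DMSO median; strong numbers were not always called active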
Efflux pump inh: inhibitors of Candida antifungal efflux pumps expressed in yeast | S. cerevisiae Candida pump triplex, Nile Red efflux | inhibition, % at 10 µM | actives 0.44% (n = 330,000) | AID 485275;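 active = plate passing quality check with inhibition over a set limit, or well fluorescence over plate mean plus 4 SD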;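 note: Nile Red retained in pooled yeast measured as flow cytometry median fluorescence; 0% = buffer negative control and 100% = Enniatin B positive control; higher means more Nile Red kept so more efflux inhibition; some compounds called inactive have numbers as strong as hits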
proCasp3 act: activators of human procaspase-3; activation, % at 8.5 µM; AID 463141; P42574; actives 0.11% (n = 330,000); recombinant procaspase-3 D3A, Ac-DEVD-pNA absorbance 405 nm;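 active = activation above the mean of all tested compounds plus 3 SD, cut at about 21% in these data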;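 note: 0% = DMSO alone and 100% = DMSO wells spiked with extra 5 µM PC-3 D3A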
Target sequence (P42574 whole entry D9A/D28A/D175A): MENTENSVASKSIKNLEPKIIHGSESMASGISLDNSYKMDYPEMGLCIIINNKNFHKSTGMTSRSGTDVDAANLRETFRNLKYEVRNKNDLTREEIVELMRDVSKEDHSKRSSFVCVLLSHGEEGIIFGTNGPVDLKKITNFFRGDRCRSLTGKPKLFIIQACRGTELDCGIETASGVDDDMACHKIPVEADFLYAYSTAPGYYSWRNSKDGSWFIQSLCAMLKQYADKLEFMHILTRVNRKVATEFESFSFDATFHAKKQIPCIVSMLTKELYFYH
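Assay system – Procaspase-3 D3A mutant · Benchmarks – DMSO low control, extra-enzyme high control · Technique – 405 nm absorbance of p-nitroaniline, reads at 0 and 120 min · Doses – 8.5 µM nominal · Measure – % activation between DMSO and enzyme-spiked controls · Also added – Ac-DEVD-pNA chromogenic peptide substrate · Schedule – 1 h compound preincubation, 2 h substrate hydrolysis at 25 °C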
core dimer inh: HCV core protein dimerization inhibition; TR-FRET GST/Flag-core106 dimerization, 1536-well; AID 1899; actives 0.33% (n = 300,000); inhibition, % at 5 µM;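 active = inhibition above the mean of all tested compounds plus 3 SD, set per screening campaign, cut at about 45% in these data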
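Material: GST/Flag-tagged HCV core106 proteins. Incubation: 4 h, 22.5 °C incubation. Read-out basis: inhibition (%) from 671 over 617 nm ratio. Measured by: TR-FRET, excitation 340 nm, emission 617 and 671 nm.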
procasp7 counter: activates human procaspase-7, counter-screen for procaspase-3 activators. activation, % at 8.5 µM. actives 0.093% (n = 330,000). recombinant procaspase-7, Ac-DEVD-pNA absorbance 405 nm; D23A/D198A/D206A triple mutant, cannot self-cleave; scale: DMSO 0, 5 µM enzyme 100. P55210;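 active = percent activation above the screen-wide mean plus 3 SD, cut at about 25% in these data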
Target sequence (P55210 whole entry D23A/D198A/D206A): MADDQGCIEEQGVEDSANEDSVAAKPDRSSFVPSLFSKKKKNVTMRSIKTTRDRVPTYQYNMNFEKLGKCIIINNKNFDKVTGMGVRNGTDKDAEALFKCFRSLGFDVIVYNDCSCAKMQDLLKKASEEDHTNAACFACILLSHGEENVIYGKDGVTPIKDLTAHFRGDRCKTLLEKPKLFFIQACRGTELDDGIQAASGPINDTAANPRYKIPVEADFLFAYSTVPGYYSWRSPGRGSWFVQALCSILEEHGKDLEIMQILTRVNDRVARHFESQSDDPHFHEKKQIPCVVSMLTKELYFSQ
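Material: Procaspase-7 triple mutant (PC-7 D3A) | Quantity: 2 µM procaspase-7 mutant as dispensed | Reagent: DEVD-pNA substrate | Times: 1 h preincubation, 2 h reaction | Technique: 405 nm absorbance of p-nitroaniline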
PP1 inh: counter-screen for PP5 inhibitors: inhibitors of human PP1-alpha; P62136; purified PP1alpha, OMFP fluorescence; inhibition, % at 6.7 µM; actives 0.9% (n = 320,000);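 active = inhibition above the mean inhibition of all tested compounds plus 3 SD, computed separately for each screening campaign, cut at about 15% in these data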
Target sequence (P62136 whole entry, looked up): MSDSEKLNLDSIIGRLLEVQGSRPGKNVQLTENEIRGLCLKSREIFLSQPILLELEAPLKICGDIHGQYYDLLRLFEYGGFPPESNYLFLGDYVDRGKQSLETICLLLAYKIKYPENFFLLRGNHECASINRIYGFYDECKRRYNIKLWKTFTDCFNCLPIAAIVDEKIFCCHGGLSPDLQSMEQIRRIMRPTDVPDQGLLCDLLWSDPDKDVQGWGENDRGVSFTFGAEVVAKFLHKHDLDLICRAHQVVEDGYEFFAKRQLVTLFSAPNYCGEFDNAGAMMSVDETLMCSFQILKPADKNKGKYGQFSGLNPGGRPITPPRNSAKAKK
PP5 primary: inhibitors of human protein phosphatase 5 (PP5). purified PP5c, OMFP substrate fluorescence. actives 0.18% (n = 320,000). inhibition, % at 6.7 µM;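 active = inhibition above the campaign's mean inhibition across all tested compounds plus 3 SD, cut at about 9.5% in these data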;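 note: 0% = DMSO only and 100% = 100 µM cantharidin control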
TPT1 inhibitor: C. albicans TPT1 enzyme inhibition; recombinant caTPT1, FP RNA substrate dephosphorylation; inhibition, % at 5 µM; actives 0.81% (n = 300,000); AID 1962;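 active = inhibition above the mean of all tested compounds plus 3 SD, set per screening campaign, cut at about 24% in these data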;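 note: plate controls were DMSO alone for no effect and ferristatin control at 100 nM for full effect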
CTSL1 counter: cathepsin L1 inhibition, PFM18AAP counter-screen; AID 1906; recombinant F. hepatica cathepsin L1, Z-Leu-Arg-MCA fluorescence; inhibition, % at 5.96 µM; actives 0.49% (n = 300,000);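 active = inhibition above the mean of all tested compounds plus 3 SD, set per screening campaign, cut at about 17% in these data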;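 note: 0% = plate median of test compound wells and 100% = 1 µM Z-Phe-Ala-diazomethylketone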
Numbers without * were called inactive; · = no result given.

SMILES | GASC-1 inh | Efflux pump inh | proCasp3 act | core dimer inh | procasp7 counter | PP1 inh | PP5 primary | TPT1 inhibitor | CTSL1 counter
CCCN1C(=O)C(Cc2nc3ccccc3c(=O)n2-c2ccccc2)c2cc(C)ccc21 (configuration not stated) | -2 | 0.1 | -8 | 14 | 0 | 4 | 4.8 | 3 | 2
Cc1ccc(NC(=O)Cn2cccc2)cc1Cl | -1 | -0.1 | 4 | -1 | 3 | -2 | 1.2 | -3 | -3
O=C(Nc1ccccn1)C1CCN(S(=O)(=O)c2ccccc2)CC1 | 5 | -0.2 | 3 | · | 4 | 4 | 2.4 | · | ·
Cc1ccc(Oc2ncccc2C(=O)NC2CCSC2=O)cc1 (configuration not stated) | 9 | -0.1 | -4 | 0 | 9 | -2 | 0.1 | 3 | 0
COc1cc(NC(=O)Cc2c(C(=O)O)n(C)c3ccccc23)cc(OC)c1OC | 7 | -0.1 | 0 | 1 | -1 | -1 | 2.9 | -1 | -1
O=C(/C=C/c1ccc(Br)o1)NCCCN1CCOCC1 | -42 | 0.1 | 2 | -1 | 9 | -6 | -1.2 | -3 | 0
CC(=O)c1ccc(N2CCN(S(=O)(=O)c3ccccc3)CC2)c(F)c1 | -35 | 0.2 | 4 | 4 | 4 | 0 | 5.1 | 0 | -3
COCCOC(=O)C1=C(C)NC2=C(C(=O)CCC2)C1c1ccc(N(C)C)cc1 (configuration not stated) | -16 | 0.0 | 6 | 0 | 2 | -7 | -0.7 | 2 | -1
CC(C)(CO)NCC#Cc1ccccc1 | -6 | 0.4 | 3 | -4 | 5 | -3 | -0.5 | -2 | -2
O=C(c1cccs1)N1CCN(c2ncc(C(F)(F)F)cc2Cl)CC1 | -33 | 0.7 | 1 | 13 | 5 | 1 | 2.6 | 1 | 1

Of the compounds above, these have nitrogen in an aromatic ring.
SMILES | GASC-1 inh | Efflux pump inh | proCasp3 act | core dimer inh | procasp7 counter | PP1 inh | PP5 primary | TPT1 inhibitor | CTSL1 counter
CCCN1C(=O)C(Cc2nc3ccccc3c(=O)n2-c2ccccc2)c2cc(C)ccc21 (configuration not stated) | -2 | 0.1 | -8 | 14 | 0 | 4 | 4.8 | 3 | 2
Cc1ccc(NC(=O)Cn2cccc2)cc1Cl | -1 | -0.1 | 4 | -1 | 3 | -2 | 1.2 | -3 | -3
O=C(Nc1ccccn1)C1CCN(S(=O)(=O)c2ccccc2)CC1 | 5 | -0.2 | 3 | · | 4 | 4 | 2.4 | · | ·
Cc1ccc(Oc2ncccc2C(=O)NC2CCSC2=O)cc1 (configuration not stated) | 9 | -0.1 | -4 | 0 | 9 | -2 | 0.1 | 3 | 0
COc1cc(NC(=O)Cc2c(C(=O)O)n(C)c3ccccc23)cc(OC)c1OC | 7 | -0.1 | 0 | 1 | -1 | -1 | 2.9 | -1 | -1
O=C(c1cccs1)N1CCN(c2ncc(C(F)(F)F)cc2Cl)CC1 | -33 | 0.7 | 1 | 13 | 5 | 1 | 2.6 | 1 | 1

Further records.
SMILES | GASC-1 inh | Efflux pump inh | proCasp3 act | core dimer inh | procasp7 counter | PP1 inh | PP5 primary | TPT1 inhibitor | CTSL1 counter
Cc1ccc(C(C(=O)NC2CCCC2)N(C(=O)Cc2cccs2)c2ccc(C)c(C)c2)o1 (configuration not stated) | 1 | 0.1 | 6 | 6 | 1 | -1 | 2.8 | 2 | -7
Cc1cc(C(=O)NNCc2ccccc2)no1 | · | 0.0 | 8 | 11 | -3 | 0 | -0.2 | 0 | -2
Cc1cc(C)nc(/N=C(\N)Nc2ccc(C(C)C)cc2)n1 | -2 | 0.0 | -2 | 2 | -3 | 7 | -1.1 | 4 | 3
COC(=O)c1ccccc1NC(=O)[C@@H]1CCC(=O)N1C1OC(=O)c2c1ccc(OC)c2OC (some centres not stated) | -3 | 0.0 | -8 | -9 | 0 | 3 | 3.2 | -3 | -1
COC(=O)c1ccc2c(c1)NC(=O)c1ccccc1S2 | 3 | 0.0 | -8 | 5 | -2 | -2 | -1.9 | 4 | -4
Cc1ccc(NC(=O)COC(=O)[C@@H]2CC(O)CN2S(=O)(=O)c2ccc3c(c2)OCCO3)cc1 (some centres not stated) | 9 | -0.2 | 1 | · | 15 | · | · | · | ·
CCC(C)(C)n1nnnc1C(c1ccc2ncccc2c1)N1CCCCCC1 (configuration not stated) | 18 | 0.1 | -4 | 8 | 14 | 1 | 1.5 | -1 | -4
Cc1nn(C(C)C(=O)NCCN2CCCC2)c(=O)c2c1sc1ccccc12 (configuration not stated) | -1 | 0.0 | 4 | 4 | -8 | 2 | 0.7 | 1 | -2
COc1cc2c(cc1NC(=O)c1cc(-c3ccncc3)nc3ccc(C)cc13)oc1ccccc12 | -3 | 0.4 | 8 | 14 | -16 | -2 | 0.4 | 1 | 5
COc1cccc(NC(=O)CN2C(=O)CSc3nc(C)cc(C)c32)c1 | 184 | -0.2 | 5 | -8 | 2 | -5 | -0.3 | 0 | -4
O=[N+]([O-])c1cnc(N2CCCCC2)c([N+](=O)[O-])c1 | -5 | 0.0 | -4 | 1 | -10 | 0 | 1.9 | -18 | 0
CC(=O)Nc1ccc(NC(=O)C(C)OC(=O)CSc2ccc(Br)cc2C)cc1 (configuration not stated) | 1 | -0.8 | 7 | 0 | 4 | -4 | 2.0 | -1 | -15
COc1ccc(-c2ccc(-c3nc4c(c(=O)[nH]c(=O)n4Cc4ccccc4)n3C)o2)c([N+](=O)[O-])c1 | 4 | -0.1 | 4 | 33 | -5 | -2 | 0.3 | -2 | 0
COc1cccc(C(=O)NCC(=O)N/N=C/c2ccc3c(c2)OCO3)c1 | 38 | -0.1 | 9 | -5 | -8 | -5 | 0.7 | 0 | 3
O=C(COC(=O)c1ccc(Cl)nc1)NC(=O)c1ccccc1 | -5 | 0.6* | 6 | 1 | 4 | -8 | 3.0 | 1 | -17
Cc1nn(C(C)(C)C)c(C)c1/C=N/OC(=O)Nc1ccc(Cl)cc1 | -4 | 0.2 | 2 | 1 | 6 | -4 | 2.2 | 1 | -1
COc1cc(C(=O)NCC2(c3ccccc3)CCCC2)ccc1OC(C)C | -16 | -0.1 | 5 | 9 | -9 | 1 | 1.6 | -2 | 2
COc1cccc(-c2ccc(NC(=O)C3CCCN(Cc4cnc(C)s4)C3)cc2)c1 (configuration not stated) | 7 | -0.2 | 0 | 0 | 6 | 0 | 4.2 | 1 | -1
CC12CCC(C(=O)Nc3ccc(Cl)cc3)([C@H](Br)C1=O)C2(C)C (some centres not stated) | 2 | -0.2 | -2 | -4 | 15 | 0 | 0.1 | -1 | 1
CS(=O)(=O)N(CC(=O)NCCSCc1ccccc1)c1ccccc1F | 3 | -0.1 | 6 | 5 | 7 | -1 | 0.8 | -3 | -3
Cc1ccc(C)c(C(=O)CSc2nnc(C)s2)c1 | 4 | -0.3 | 5 | -3 | 14 | -1 | 1.2 | -4 | 0
CCCn1c(=NC(C)=O)c(C(=O)OCC)cc2c(=O)n3ccccc3nc21 | -6 | 0.1 | -7 | -5 | -7 | -2 | 0.8 | -13 | 3
COC(=O)C(Cc1ccccc1)NS(=O)(=O)c1ccc(F)cc1Br (configuration not stated) | 4 | 0.2 | 6 | 4 | 11 | 2 | 1.3 | -1 | -1
O=C(CSc1nc(-c2ccccc2)cc(=O)[nH]1)NCc1ccc2c(c1)OCO2 | 37 | 0.0 | 6 | 7 | 12 | 2 | -1.0 | -4 | -1
O=C(NCc1ccccc1C(F)(F)F)c1cccc2c1C(=O)c1ccc(N3CCCCC3)cc1S2(=O)=O | 10 | -0.1 | 1 | · | 6 | · | · | · | ·
COc1cccc2c1OCC1COc3c(c(=O)n(C)c(=O)n3C)C21 (configuration not stated) | 6 | 0.2 | -3 | 0 | 5 | 0 | 2.8 | 1 | 0
Cc1ccc(OCc2nnc(SCC(=O)NC3CCCCC3)n2C)cc1 | -174 | -0.3 | 0 | -6 | 7 | 0 | 4.6 | 0 | -2
COc1cc(/C=C/c2[nH]c(=O)[nH]c(=O)c2[N+](=O)[O-])ccc1OCCC(C)C | -3 | 0.1 | 8 | 15 | 2 | 0 | -0.9 | -4 | 3
O=C(NCCc1ccccc1)C1CCCN(S(=O)(=O)c2cccs2)C1 (configuration not stated) | -2 | 0.1 | 6 | -3 | 14 | 3 | -1.6 | 1 | -2
Cc1ccc(NC(=O)C2CC(O)CN2C(=O)OCc2ccccc2)c(C)c1 (configuration not stated) | 5 | 0.0 | -5 | -5 | 5 | 1 | 1.9 | -6 | -7
CCOC(=O)c1c(C)c(C(=O)NCC2CCCO2)c(C)n1CC (configuration not stated) | -3 | 0.0 | 0 | -4 | 5 | -1 | 1.0 | -2 | -2
CCc1[nH]c(=O)[nH]c1C(C)S(=O)(=O)c1ccc(C)cc1 (configuration not stated) | -11 | 0.1 | -20 | -3 | -26 | -1 | 0.2 | 3 | -4
CCc1noc(C)c1C(=O)OCC(=O)NCc1ccc(Cl)cc1 | -3 | 0.2 | -6 | · | -7 | · | · | · | ·
